# From PubChem
# CCHFV vOTU inh: blocks the CCHF virus ovarian tumor domain protease; inhibition, % at 11.5 µM; hit rate 0.55% among 370,000; CCHFV vOTU protease, Pep-AMC fluorescence; AID 651958; in the data active = inhibition above about 30%; also: 0% = vehicle wells with enzyme and 100% = no enzyme wells
# FadD28 FP inh: inhibitors of Mycobacterium tuberculosis FadD28 bisubstrate binding. FadD28 bisubstrate probe binding, fluorescence polarization. inhibition, % at 12.5 µM. hit rate 0.22% among 360,000; in the data active = inhibition above about 8.5%, passing the limit was not always enough; inconclusive = no clear call, values can overlap the other calls
# Yp Topo-I inh: Y. pestis Topo-I inhibition via cleavage products; Y. pestis Topo-I cleavage product accumulation, plate reader; activity, % at 10 µM; hit rate 0.064% among 360,000; in the data active = activity above about 50%, passing the limit was not always enough; inconclusive = no clear call, values can overlap the other calls; also: inactives centre near 2
# TcdB inh: blocks C. difficile toxin B glycohydrolase activity | P18177 | TcdB glycohydrolase enzymatic assay, plate reader | inhibition, % at 9.99 µM | hit rate 0.24% among 350,000; in the data active = inhibition above about 10%
# Anthrax LF inh2: anthrax lethal factor protease inhibition | AID 588501 | P15917 | inhibition, % at 10 µM | hit rate 0.12% among 360,000 | multiplex microsphere protease cleavage assay, LF; also: plate controls were buffer without enzyme for full effect and enzyme alone for no effect
# Target sequence (P15917 whole entry, looked up): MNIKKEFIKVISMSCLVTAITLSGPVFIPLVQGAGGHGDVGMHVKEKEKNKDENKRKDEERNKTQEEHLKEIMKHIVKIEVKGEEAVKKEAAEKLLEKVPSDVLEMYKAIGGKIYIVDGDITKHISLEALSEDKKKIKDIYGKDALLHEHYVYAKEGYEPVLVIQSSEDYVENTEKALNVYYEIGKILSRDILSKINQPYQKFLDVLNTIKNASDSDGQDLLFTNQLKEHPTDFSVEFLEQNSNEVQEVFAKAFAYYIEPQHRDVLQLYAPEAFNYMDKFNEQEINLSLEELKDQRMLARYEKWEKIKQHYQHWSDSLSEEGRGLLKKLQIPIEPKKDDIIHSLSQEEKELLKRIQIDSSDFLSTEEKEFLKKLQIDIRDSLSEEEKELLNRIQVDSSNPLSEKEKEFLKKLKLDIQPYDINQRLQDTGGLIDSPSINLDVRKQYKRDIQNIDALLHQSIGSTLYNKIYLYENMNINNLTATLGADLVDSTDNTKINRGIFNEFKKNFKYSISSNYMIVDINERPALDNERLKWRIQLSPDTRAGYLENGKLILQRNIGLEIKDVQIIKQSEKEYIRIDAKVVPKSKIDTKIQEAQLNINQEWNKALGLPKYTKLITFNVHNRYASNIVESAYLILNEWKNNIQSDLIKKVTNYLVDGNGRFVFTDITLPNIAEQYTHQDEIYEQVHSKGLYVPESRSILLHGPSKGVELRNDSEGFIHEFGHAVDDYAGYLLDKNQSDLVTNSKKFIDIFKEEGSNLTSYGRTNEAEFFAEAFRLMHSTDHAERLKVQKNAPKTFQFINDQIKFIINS
# PrPC TRFRET: cell surface PrPC inhibition, primary TR-FRET screen | hit rate 0.43% among 370,000 | P04156 | inhibition, % at 13.8 µM | AID 720596 | TR-FRET read-out; in the data active = inhibition above about 24%; also: 0% = median of the test wells and 100% = reference compound wells
# BoNT A protease: blocks Botulinum neurotoxin A light chain protease | multiplex microsphere protease substrate cleavage, flow cytometry | inhibition, % at 10 µM | hit rate 0.17% among 360,000 | AID 588499; also: plate controls were buffer without enzyme for full effect and enzyme alone for no effect
# PfHsp40 yeast: restores yeast growth despite PfHsp40 toxicity. AID 504582. hit rate 0.68% among 340,000. growth rescue, % at 12.5 µM. S. cerevisiae expressing PfHsp40, growth rescue, ATP luminescence; in the data active = growth rescue above about 28%, passing the limit was not always enough; inconclusive = no clear call, values can overlap the other calls;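 also: yeast W303a lacking pdr1 and pdr3 grown in galactose medium; growth measured after three days at 30 °C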
# BoNT F protease: BoNT F light chain protease inhibition. inhibition, % at 10 µM. AID 588497. Multiplex microsphere protease cleavage assay, flow cytometry. hit rate 0.22% among 360,000; in the data active = inhibition above about 35%, passing the limit was not always enough; inconclusive = no clear call, values can overlap the other calls; also: plate controls were buffer without enzyme for full effect and enzyme alone for no effect
# An asterisk follows results filed as active; ? = inconclusive; / = no result given; & = joins results of further samples. Rule as the data show it, unless noted: active = inhibition above about 30%; inconclusive = no clear call, values can overlap the other calls; inactive = below that.
# Preview:
# Order of results: CCHFV vOTU inh, FadD28 FP inh, Yp Topo-I inh, TcdB inh, Anthrax LF inh2, PrPC TRFRET, BoNT A protease, PfHsp40 yeast, BoNT F protease
(1) CCOC(=O)C1=C(CNCCc2ccc(Cl)cc2)NC(=O)NC1c1ccc2c(c1)OCO2 (stereo not given)
 : 18, -6.9, 27, /, -6, -8, -0.6, 2.0, ?
(2) CN1CCN(C(=O)c2cc3sccc3n2CC(=O)c2ccccc2)CC1
 : -4, -3.6, -9, /, 1, -8, 0.2, 0.6, -1
(3) O=c1oc2ccc(Cl)cc2cc1-c1nnc(Nc2cccc(C(F)(F)F)c2)s1
 : -9, -0.6, 5, 0.2, 2, 3, -0.1, -0.7, -2
(4) COc1cc(NC(=O)CN2c3cccc4cccc(c34)S2(=O)=O)cc(OC)c1OC
 : -7, -1.2, 20, /, 1, 4, 0.1, -0.7, 3
(5) O=C1CC(NS(=O)(=O)c2cccnc2)CN1c1ccc(F)cc1 (stereo not given)
 : 10, -0.7, -10, -0.4, /, -1, /, 0.5, /
(6) O=S(=O)(Cc1ccccc1)NCC1CCCN(Cc2cccc3nonc23)C1 (stereo not given)
 : 9, 0.1, 6, 1.1, 0, -16, -0.9, -0.9, 2
(7) COCCN(C(=O)c1cc(OC)c(OC)c(OC)c1)c1c(N)n(Cc2ccccc2)c(=O)[nH]c1=O
 : 1, -1.2, 1, 1.3, 1, -4, 0.6, -0.6, 5
(8) CNC[C@@H](C)NC[C@@H](Cc1ccccc1)NCCc1ccccc1
 : 3, -0.3, 9, -1.9, -3, -8, -0.7, 0.6, -13
(9) N#CC(Sc1ccccn1)c1ccc(Cl)cc1 (stereo not given)
 : -5, -4.0, 11, 0.1, -2, -19, -0.9, 0.4, -1
(10) O=C(Cc1csc(NC(=O)Nc2cccc(Cl)c2)n1)NCc1cccnc1
 : 14, -9.1, -1, -1.4, 0, 10, -0.7, -1.3, -3
(11) O=S(=O)(c1ccc(NC(=S)NCCC(c2ccccc2)c2ccccc2)cc1)N1CCOCC1
 : 10, -0.8, 5, /, -2, 9, -0.2, -0.8, -12
(12) COc1ccc(C(=O)N2CCOC2CNC(=O)C(=O)NCc2ccc(Cl)cc2)cc1 (stereo not given)
 : -11, -1.9, 2, 0.9, 5, 9, -0.4, -0.5, -5
(13) COc1ccc2[nH]c(C(=O)NCCCN3CCCC3=O)c(C)c2c1
 : -5, 0.2, 2, 0.5, 2, 7, -1.2, 0.2, 5
(14) CCOc1ccc(CC(=O)C2=C(N3CCOCC3)CC(C)(C)CC2=O)cc1OCC
 : 8, -1.0, -3, 0.3, 6, 3, 1.0, 0.1, 4
(15) COC(=O)CCCCCCCCCCN1CCCCC1
 : -7, 0.4, 4, /, -1, 1, 0.0, -1.4, -2

# All compounds of this part, repeating the preview:
# Order of results: CCHFV vOTU inh, FadD28 FP inh, Yp Topo-I inh, TcdB inh, Anthrax LF inh2, PrPC TRFRET, BoNT A protease, PfHsp40 yeast, BoNT F protease
(1) CCOC(=O)C1=C(CNCCc2ccc(Cl)cc2)NC(=O)NC1c1ccc2c(c1)OCO2 (stereo not given)
 : 18, -6.9, 27, /, -6, -8, -0.6, 2.0, ?
(2) CN1CCN(C(=O)c2cc3sccc3n2CC(=O)c2ccccc2)CC1
 : -4, -3.6, -9, /, 1, -8, 0.2, 0.6, -1
(3) O=c1oc2ccc(Cl)cc2cc1-c1nnc(Nc2cccc(C(F)(F)F)c2)s1
 : -9, -0.6, 5, 0.2, 2, 3, -0.1, -0.7, -2
(4) COc1cc(NC(=O)CN2c3cccc4cccc(c34)S2(=O)=O)cc(OC)c1OC
 : -7, -1.2, 20, /, 1, 4, 0.1, -0.7, 3
(5) O=C1CC(NS(=O)(=O)c2cccnc2)CN1c1ccc(F)cc1 (stereo not given)
 : 10, -0.7, -10, -0.4, /, -1, /, 0.5, /
(6) O=S(=O)(Cc1ccccc1)NCC1CCCN(Cc2cccc3nonc23)C1 (stereo not given)
 : 9, 0.1, 6, 1.1, 0, -16, -0.9, -0.9, 2
(7) COCCN(C(=O)c1cc(OC)c(OC)c(OC)c1)c1c(N)n(Cc2ccccc2)c(=O)[nH]c1=O
 : 1, -1.2, 1, 1.3, 1, -4, 0.6, -0.6, 5
(8) CNC[C@@H](C)NC[C@@H](Cc1ccccc1)NCCc1ccccc1
 : 3, -0.3, 9, -1.9, -3, -8, -0.7, 0.6, -13
(9) N#CC(Sc1ccccn1)c1ccc(Cl)cc1 (stereo not given)
 : -5, -4.0, 11, 0.1, -2, -19, -0.9, 0.4, -1
(10) O=C(Cc1csc(NC(=O)Nc2cccc(Cl)c2)n1)NCc1cccnc1
 : 14, -9.1, -1, -1.4, 0, 10, -0.7, -1.3, -3
(11) O=S(=O)(c1ccc(NC(=S)NCCC(c2ccccc2)c2ccccc2)cc1)N1CCOCC1
 : 10, -0.8, 5, /, -2, 9, -0.2, -0.8, -12
(12) COc1ccc(C(=O)N2CCOC2CNC(=O)C(=O)NCc2ccc(Cl)cc2)cc1 (stereo not given)
 : -11, -1.9, 2, 0.9, 5, 9, -0.4, -0.5, -5
(13) COc1ccc2[nH]c(C(=O)NCCCN3CCCC3=O)c(C)c2c1
 : -5, 0.2, 2, 0.5, 2, 7, -1.2, 0.2, 5
(14) CCOc1ccc(CC(=O)C2=C(N3CCOCC3)CC(C)(C)CC2=O)cc1OCC
 : 8, -1.0, -3, 0.3, 6, 3, 1.0, 0.1, 4
(15) COC(=O)CCCCCCCCCCN1CCCCC1
 : -7, 0.4, 4, /, -1, 1, 0.0, -1.4, -2
(16) Cc1nn(CC(=O)NCCc2ccccc2)c(=O)c2cccn12
 : 6, -2.7, 4, 1.4, -2, -1, -0.6, -1.1, -4
(17) CCN(CC1CCCN(CCc2cccc(F)c2)C1)C(=O)c1cc(C)oc1C (stereo not given)
 : 9, -1.2, 18, 0.1, 0, -4, -0.6, 0.5, 0
(18) C[C@H](CO)N1C[C@H](C)[C@@H](CN(C)Cc2ccc(Cl)c(Cl)c2)Oc2c(NC(=O)C3CCOCC3)cccc2C1=O
 : 12, -0.9, 15, 1.1&2.2, -6, 10, 0.0, -0.7, -5
(19) O=C(Nc1cccc([N+](=O)[O-])c1)NC1CCS(=O)(=O)C1 (stereo not given)
 : -3, -0.2, -1, 0.4, 1, -21, -1.0, 1.0, 9
(20) Cc1ccc(N2CCN(C(=O)NC3CCCCC3)CC2C)cc1 (stereo not given)
 : -4, -3.7, -2, 1.5, -1, 6, 0.0, 0.4, 1
(21) CCCCN(C)CC(O)Cn1cc(/C=C/C(=O)c2ccc(C)cc2)c2ccccc21 (stereo not given)
 : 2, -5.4, -11, 2.9, 1, 5, 7.5, -1.2, ?
(22) O=C1CC(=O)N(c2ccc(Cl)cc2Cl)C(=O)N1
 : 14, -0.2, 5, /, -4, 5, 2.6, -0.5, 4
(23) COc1ccc(N(CC(O)CN2CCOCC2)S(=O)(=O)c2ccc(C)cc2)cc1 (stereo not given)
 : -1, 0.0, -3, 1.3, 2, -7, 0.6, -0.3, -4
(24) O=C(O)COc1ccc(/C=N/NC(=O)c2ccccc2Br)cc1
 : /, -2.9, -1, /, -4, /, -1.2, 0.0, -1
(25) COc1cccc(C(=O)Nc2cccc(C(=O)N3CCOCC3)c2)c1
 : -14, 0.7, 0, /, -1, 1, -1.0, -0.8, -7
(26) NC(=O)c1ccccc1NS(=O)(=O)Cc1ccccc1
 : -22, -0.7, 1, /, /, -5, /, -0.1, /
(27) COc1ccc(CC(=O)Nc2ccc(NC(=O)c3ccc(Br)cc3)cc2)cc1OC
 : -18, -0.8, -3, 1.1, -7, -1, -0.5, -0.7, 3
(28) O=C1C2C3C=CC(C3)C2C(=O)N1CC1CCCO1 (stereo not given)
 : -2, -2.6, 3, 0.9, 1, 11, ?, 0.6, -1
(29) CCC(CC)C(=O)N(C)c1c(C)nc2c(OCc3ccccc3C(=O)OC)cccn12
 : 5, -3.3, 24, 1.1, 3, 12, -0.2, /, -2
(30) Cc1ccc2[nH]c3c(c2c1)CCc1cn[nH]c1-3
 : 38*, -1.9, -3, /, -4, -4, -1.3, ?, -13
(31) COC(=O)C(C)Sc1nnc(Cc2cc(=O)[nH]c(=O)[nH]2)n1-c1ccc(Cl)cc1 (stereo not given)
 : 0, 1.6, 2, -1.3, -5, 3, -0.4, -0.8, 0
(32) CCOc1ccc(C(Nc2ccc(C)cc2)P2(=O)OCCCO2)cc1 (stereo not given)
 : -9, -3.4, 3, /, -4, -4, 0.5, -1.0, 2
(33) COC(=O)c1ccccc1OCCOCCOc1cccc2ccc(C)nc12
 : 13, 2.2, 9, 0.9, -4, -3, 0.5, 1.3, -1
(34) C=CCn1c(SCc2c(C(=O)OC)sc(N)c2C(=O)OC)nnc1-c1ccc(Cl)cc1
 : 1, -2.1, 32, /, -7, 2, 0.1, 0.9, 2
(35) Cc1nn(CCc2n[nH]c(=S)n2-c2ccc(F)cc2)c(C)c1[N+](=O)[O-]
 : -7, -2.9, -6, /, -5, -6, -0.2, 0.4, -2
(36) CC1=NNC(=O)C1CCC(=O)N/N=C/C=C/c1ccccc1 (stereo not given)
 : -5, -2.0, -2, 1.0, -1, -8, -1.0, -2.2, 0
(37) CCc1ccc(-c2nc(SCC(=O)N(C)C3CCS(=O)(=O)C3)n[nH]2)cc1 (stereo not given)
 : -2, -1.0, 1, 1.6, /, 1, /, -0.1, /
(38) COc1ccc(C)cc1S(=O)(=O)N1CCC(C(=O)NC2CCCC2)CC1
 : -2, -2.2, 3, 1.7, -1, -3, 0.4, 0.1, 8
(39) CCCCCN(C(=O)CCC(=O)OCCOc1ccc(OCC)cc1)c1c(N)n(CCCC)c(=O)[nH]c1=O
 : 15, -1.2, 13, -1.9, 2, 5, -0.5, 0.9, 8
(40) Cc1cc(N2CCOCC2)c(F)cc1C(=O)c1ccccc1
 : 12, -1.6, 7, /, -5, -1, -0.7, -0.3, -11
(41) CN(C(=O)c1ccc(NC(=O)Cc2ccc(NC(=O)C3CCCN(S(=O)(=O)c4cccc([N+](=O)[O-])c4)C3)cc2)cc1)C1CCCC1 (stereo not given)
 : 4, -1.8, 0, 1.6, 4, -2, -0.7, -0.8, -4
(42) CCc1ccccc1NC(=O)CCN1C(=O)c2ccccc2C1=O
 : 11, -1.0, 1, /, -6, 0, -0.9, 0.4, -2
(43) COc1cc(NC(=O)/C=C/c2ccccc2[N+](=O)[O-])cc(OC)c1
 : -14, -9.7, -11, /, -2, -3, 1.0, 0.1, 2
(44) O=C(O)COCC(=O)Nc1ccc(-n2cnnn2)cc1
 : 12, -2.7, 3, 0.2, -8, 2, -0.5, -1.0, -8
(45) CN(C)S(=O)(=O)c1ccc2nc(NC(=O)c3cccnc3)sc2c1
 : -6, -4.5, -2, /, 0, 1, 0.5, -0.5, 5
(46) CCCCNC(=O)Nc1nc2ccc(CC)cc2s1
 : 7, -2.0, 0, -3.7, 3, 13, 0.5, 0.0, -2
(47) O=C(Nc1ccccc1N1CCOCC1)c1ccc2ccccc2n1
 : 6, -0.5, 7, /, -21, 3, -1.8, 22, 2
(48) COc1cccc(C(NC(C)=O)c2nc(-c3ccc(F)c(Cl)c3)cs2)c1 (stereo not given)
 : 4, 0.2, 26, -0.6, -5, 6, -0.1, /, -5
(49) Cc1ccc(S(=O)(=O)n2[nH]c(=O)c(CCO)c2C)cc1
 : -10, -1.0, 11, 1.2, -9, -5, 0.3, -0.3, -3

# Record cards, from the list above.
# COc1ccc(C)cc1S(=O)(=O)N1CCC(C(=O)NC2CCCC2)CC1 is listed as CCHFV vOTU inh = -2; FadD28 FP inh = -2.2; Yp Topo-I inh = 3; TcdB inh = 1.7; Anthrax LF inh2 = -1; PrPC TRFRET = -3; BoNT A protease = 0.4; PfHsp40 yeast = 0.1; BoNT F protease = 8
# C=CCn1c(SCc2c(C(=O)OC)sc(N)c2C(=O)OC)nnc1-c1ccc(Cl)cc1 is listed as CCHFV vOTU inh = 1; FadD28 FP inh = -2.1; Yp Topo-I inh = 32; TcdB inh = /; Anthrax LF inh2 = -7; PrPC TRFRET = 2; BoNT A protease = 0.1; PfHsp40 yeast = 0.9; BoNT F protease = 2
